Compound activity as filed in PubChem.
Glioma ERSR ind: qHTS for Inducers of the Endoplasmic Reticulum Stress Response (ERSR) in Human Glioma: qHTS; U87-MG GRP78 promoter luciferase reporter, 16 h; Potency, µM, for inactives: at the highest dose activation, actives largely listed as activators; 420,000 tested, 0.02% active; active = well fitted activation curve with a large enough effect; note: series mostly up to about 76 µM; % of control where 0% means no effect; nearly all actives have a fitted effect of over 35% in size
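Stably transfected U87-MG human glioma cells carrying a GRP78-based luminescent sensor were seeded at 1000 cells/well, pin-dosed with compounds and incubated 16 h. Luciferase reagent was then added, and end-point luminescence was read after 10 min at room temperature.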
* hit, by the source's call; & = joins results of further samples. Potency is the fitted concentration of half-maximal effect. This is a subset; the hit share may differ from the screen's.

canonical_smiles,Glioma ERSR ind
CN(C)c1nc(-c2cccc(C#N)c2)nc2ccccc12,2%
COc1ccc(COC(=O)N/N=C2/C[C@@H](O)[C@@H](O)[C@@H]3[C@@H]4C(=O)N(Cc5ccccc5)C(=O)[C@H]4CC[C@H]23)cc1,-3%
COc1ccc(-c2nc3cc(F)ccc3cc2CN(C(=O)c2cccs2)C2CC2)cc1,-3%
CCN(CC)CCOc1ccc(C(O)(Cc2ccc(Cl)cc2)c2ccc(C)cc2)cc1 (centres undefined),-3%&-12%
CO[C@H]1COC(=O)C/C=C\[C@H](C)[C@@H](NS(=O)(=O)c2ccc(C)cc2)COC(=O)CCC[C@@H]1C,-4%
O=C(NC[C@@H]1CCCN2CCCC[C@H]12)c1cnn(-c2nccc(-c3cc4ccccc4o3)n2)c1C1CC1,-6%
O=C(NCC1Cc2cccc(-c3cccnc3)c2O1)c1cc(-c2ccccc2)n[nH]1 (centres undefined),0%
Cc1noc(C)c1C(=O)N1CCC2(CCN(Cc3ccc(C#N)cc3)CC2)CC1,-2%

2 entries from above, field by field:
SMILES: COc1ccc(-c2nc3cc(F)ccc3cc2CN(C(=O)c2cccs2)C2CC2)cc1
  Glioma ERSR ind: -3%
SMILES: CN(C)c1nc(-c2cccc(C#N)c2)nc2ccccc12
  Glioma ERSR ind: 2%

Following part.
canonical_smiles,Glioma ERSR ind
Cc1cnc(CNc2ccnc(-c3c(C)noc3C)n2)cn1,6%
C[C@@H]1CN(c2c(F)c(N)c3c(=O)c(C(=O)O)cn(C4CC4)c3c2F)C[C@H](C)N1,-3%
N#Cc1ccc(CN2CCC3(CCNCC3)CC2)cc1,-3%
Cc1cc(C(=O)Nc2ccccc2-c2nc(CNC(=O)c3ccccc3Cl)c(C)o2)c(C)o1,3%
COc1ccc(-c2cc(=O)c3c(O)cc(O)cc3o2)cc1O,-3%
CN1CCN(c2ncncc2-c2ccccc2C(F)(F)F)CC1,0%
CCC1CN(Cc2ccc(COC)o2)Cc2cc(OC)ccc2O1 (centres undefined),-2%
CS(=O)(=O)NC(=O)CCC/C=C\C[C@H]1C(=O)C[C@@H](O)[C@@H]1/C=C/[C@@H](O)COc1ccccc1,2%

Reformatted: 2 of the compounds above
N#Cc1ccc(CN2CCC3(CCNCC3)CC2)cc1
  Glioma ERSR ind: -3%
COc1ccc(-c2cc(=O)c3c(O)cc(O)cc3o2)cc1O
  Glioma ERSR ind: -3%

(cont.)
canonical_smiles,Glioma ERSR ind
CC1(C)C=CC(=O)[C@]2(C)C1CC(=O)[C@]1(C)C2CC[C@@]2(C)C(c3ccoc3)OC(=O)C3OC321 (some centres undefined),-5%
Cn1nccc1C(=O)NCC1CCC2(CCN(Cc3c(O)ccc4ccccc34)CC2)O1 (centres undefined),-1%
O=C(c1cccc(F)c1)N1CCC[C@@]2(CCN(c3ccccn3)C2)C1,-4%
CN1CCN(c2ncc3nc(-c4cc(F)cc(F)c4)c(=O)n(C4CC4)c3n2)CC1,-4%
COc1cc2c(cc1O)C(Cc1ccc(O)cc1)N(C)CC2 (centres undefined),-4%
Cc1c(C(=O)N2CCCC2)sc2ncnc(NCCN(C)C)c12,-9%
CCN1CCCC1CNC(=O)c1cnn(-c2nccc(-c3cc4ccccc4o3)n2)c1C (centres undefined),-2%
Cn1nnnc1SCC1=C(C(=O)O)N2C(=O)C(NC(=O)C(OC=O)c3ccccc3)C2SC1 (centres undefined),-3%
CNc1ncnc2ccc(-c3ccccc3C#N)cc12,-3%
Cc1nc2cnc(OCc3ccccc3)nc2n(Cc2ccc(F)cc2)c1=O,-3%
COC(=O)c1cc(CNC(=O)c2ccccn2)cc(NC(=O)c2ccccc2OC)c1,3%
CCn1c(-c2ccccc2F)nc2cc(NC(C)=O)cc(C(=O)NCC3CCOCC3)c21,5%
CC[C@H](C)[C@H](NC(=O)[C@H](CC(=O)O)NC(=O)[C@H](CC(C)C)NC(=O)[C@H](Cc1cnc[nH]1)NC(=O)[C@H](C)NC(=O)[C@H](Cc1ccccc1)NC(=O)[C@H](Cc1ccc(O)cc1)NC(=O)[C@@H](NC(=O)[C@H](C)NC(=O)[C@H](CCC(=O)O)NC(=O)[C@H](CCCCN)NC(=O)[C@H](CC(=O)O)NC(=O)[C@H](CCSC)NC(=O)[C@H](CC(C)C)NC(C)=O)C(C)C)C(=O)N[C@H](C(=O)N[C@@H](Cc1c[nH]c2ccccc12)C(=O)O)[C@@H](C)CC,0%
COc1cc(CNC(=O)c2cnn(-c3ncc4c(n3)-c3ccccc3CC4)c2C)cc(OC)c1OC,4%
CC(=O)OCC(OC(C)=O)C(OC(C)=O)C(OC(C)=O)C(OC(C)=O)C(COC(C)=O)OC(C)=O (centres undefined),-3%
O=C(Nc1cc(C(=O)NC2CCOCC2)c2c(c1)ncn2C1CCCC1)c1ccccc1,-2%
C[C@H](NCCc1ccc(O)cc1)[C@@H](O)c1ccc(O)cc1,-5%
COc1cccc(-c2cc(NCc3cccnc3)ncn2)c1,-4%
COc1ccc2[nH]cc(CCNc3ncnc4ccc(-c5c(C)noc5C)cc34)c2c1,-2%
CN[C@H]1[C@@H](O[C@@H]2[C@H](O[C@@H]3[C@@H](O)[C@@H](O)[C@@H](N=C(N)N)[C@@H](O)[C@@H]3N=C(N)N)O[C@H](C)[C@@]2(O)C=O)O[C@@H](CO)[C@@H](O)[C@H]1O,-3%
CC(NC(=O)c1cccnc1)c1nnc2n1CCN(Cc1ccc(F)cc1F)CC2 (centres undefined),-5%
CO[C@H]1[C@H](NC(=O)c2ccsc2)c2ccccc2C12CCN(Cc1cc3ccccc3o1)CC2,-3%
COc1cc2c(cc1OC)C(=O)OC2,-2%
c1cncc(CNc2nc(-c3ccoc3)nc3ccccc23)c1,-4%
O=C(c1ccncc1)N1CCC[C@@]2(CCN(C(c3ccccc3)c3ccccc3)C2)C1,-2%
COC(=O)c1c(C)c2c(c(C)c1O)OC(=O)c1c(C)c(Cl)c(O)c(Cl)c1O2,-5%
CC(=O)OC[C@@H]1O[C@H](C/C=N\OCC[C@H]2C=C[C@H](OC(C)=O)[C@@H](COC(C)=O)O2)C=C[C@@H]1OC(C)=O,-3%
COc1ccc(O[C@H]2C=C[C@@H](c3ccccc3)O[C@H]2COC(=O)CC/C(C)=N\O[C@@H](C)CN2CCCCc3nc(C)c(C)cc32)cc1,-2%
CO[C@@H]1COC(=O)C/C=C\[C@H](C)COC(=O)[C@H](Cc2ccccc2)NC(=O)C/C=C\[C@H]1C,-5%
COCCNc1ccnc(-c2c(C)noc2C)n1,18%
CC(C)CCOC(=O)c1ccc(N(C)C)cc1,2%
Nc1ccc(/C=C/c2ccc(N)cc2S(=O)(=O)O)c(S(=O)(=O)O)c1,-3%
COc1cccc(CN2CCCC(c3nc(C)ncc3-c3ccc(F)cc3)C2)c1OC (centres undefined),-6%
FC(F)(F)c1ccccc1-c1nc(NC2CC2)c2ccccc2n1,-3%
CC(=O)Oc1cc2c(c(C)c1OC(C)=O)CC=C1[C@]3(C)CC[C@]4(C)CC[C@@](C)(C(=O)O)CC4[C@]3(C)CC[C@]12C (some centres undefined),-12%
CN(C)CCCOC1C(C(O)CO)OC2OC(C)(C)O[C@@H]21 (some centres undefined),-6%
O=C(OCc1ccccc1)[C@@H]1COC(c2ccc(Br)cc2)=N1,1%
CC1(C)CC[C@]2(C(=O)O)CC[C@@]3(C)C(=CCC4[C@@]5(C)CCC(O)C(C)(C)C5CC[C@@]43C)C2C1 (some centres undefined),-3%
COc1ccccc1CNc1ncnc2ccc(-c3ccccc3CN(C)C)cc12,-6%
COC(=O)c1cccc(C(=O)NCc2nc(-c3ccccc3NC(C)=O)oc2C)c1,-2%
CC(C)Cc1nc2cc(NS(=O)(=O)N(C)C)cc(C(=O)N3CCOCC3)c2n1C,1%
COCC(=O)N1CCC[C@@]2(CCN(c3ccncc3)C2)C1,-3%
O=S(=O)(O)c1ccc(O)cc1,-3%
CC(C)C[C@H](NC(=O)[C@H](CO)NC(=O)[C@@H]1CCCN1C(=O)[C@H](Cc1ccc(O)cc1)NC(=O)[C@H](CC(C)C)NC(=O)[C@H](CC(C)C)NC(=O)[C@@H]1CCCN1C(=O)[C@@H](NC(=O)[C@H](CO)NC(=O)[C@H](CO)NC(=O)[C@H](CO)NC(=O)[C@H](CO)NC(=O)[C@@H]1CCCN1C(=O)[C@@H](NC(=O)[C@@H](N)CO)C(C)C)[C@@H](C)O)C(=O)N[C@@H](C)C(=O)N[C@@H](CC(C)C)C(=O)N1CCC[C@H]1C(=O)N[C@@H](C)C(=O)N1CCC[C@H]1C(=O)O,-4%
C/C(CCC(=O)OC[C@@H]1O[C@H](C#Cc2ccccc2)C=C[C@@H]1Oc1ccc(C)cc1)=N/O[C@@H](C)c1cn([C@H](CO)Cc2ccccc2)nn1,-5%&-3%
O[C@@](CCN1CCCCC1)(c1ccccc1)C1CCCCC1,-4%
CC(=O)O[C@]1(C(C)=O)CCC2C3CCC4=CC(=O)CCC4(C)C3(F)C(O)CC21C (some centres undefined),-3%
COC(=O)c1ccc(C(=O)N2CCc3c(C(=O)NC(C)c4ccco4)c(OC)cc(=O)n3CC2)cc1 (centres undefined),-1%
COc1ccc(CNCC(O)COc2ccc3[nH]c(=O)ccc3c2)cc1OC (centres undefined),-2%
Cc1cc(C(=O)NCC2CCC3(CCN(Cc4ccc(F)cc4)CC3)O2)n(C)n1 (centres undefined),-4%
CN(C)C(=O)[C@@H]1C[C@@H](Sc2nc3ccccc3[nH]2)CN1Cc1ccnc2ccccc12,-4%
CC(=O)N1CCC2(CC1)CCN(c1cccc(-c3ccccc3)c1)CC2,-3%
C=Cc1c(C)/c2[n-]/c1=C\c1[n-]c(c(CC)c1C)/C=c1\[n-]c3c(c1C)C(=O)C(C(=O)[O-])C=3c1[n-]c(c(C)c1CCC(=O)[O-])\C=2.[Cu].[Na+].[Na+] (centres undefined),-9%
CN(C)C(=O)c1ccc(-c2cncnc2Nc2ccccc2)cc1,-1%
CC[C@H](C)[C@H](NC(=O)[C@@H]1CCCN1C(=O)[C@H](Cc1cnc[nH]1)NC(=O)[C@@H](NC(=O)[C@H](Cc1ccc(O)cc1)NC(=O)[C@@H](NC(=O)[C@H](CCCN=C(N)N)NC(=O)CNC)C(C)C)[C@@H](C)CC)C(=O)O,-5%
COc1cc2oc(=O)cc(-c3ccc(-c4cccc(N)c4)cc3)c2c(OC)c1OC,-3%

(cont.)
canonical_smiles,Glioma ERSR ind
Cc1ccccc1-c1nc(NCCN2CCOCC2)c2ccccc2n1,-4%
Cc1cccc(CNC(=O)c2c3n(c(C)cc2=O)-c2ccccc2SC(c2sccc2C)C3)n1 (centres undefined),1%
CN(C)c1ccc(-c2cncnc2NCCc2cnc[nH]2)cc1,0%
CN(C)c1ncnc2ccc(-c3ccoc3)cc12,1%
O=c1cnc2cnc(N3CCNCC3)nc2n1Cc1cccs1,-4%
CC(CCC(=O)O)C1CCC2C3CC[C@H]4CC(O)CC[C@@]4(C)C3CC[C@@]12C (some centres undefined),-4%
CC1(O)CCC(C(C)(C)O)CC1 (centres undefined),-8%&-4%&0%
CCC(=O)OCC(=O)C1(OC(=O)CC)C(C)CC2C3CCC4=CC(=O)C=CC4(C)C3(Cl)C(O)CC21C (centres undefined),-6%&-1%
COc1ccc(OC2C=CC(c3ccccc3)OC2CO)c(C(C)=O)c1 (centres undefined),-3%
Cn1cccc1C(=O)N1CCC2(CC1)CN(c1ccncc1)C2,-3%
O=c1[nH]c2cc([N+](=O)[O-])cc([N+](=O)[O-])c2[nH]c1=O,5%
O=C(c1csnn1)N1CCC2(CCN(Cc3nccs3)CC2)CC1,2%
Cc1c(C(=O)NCC2CCCN(C)C2)cnn1-c1ncc2c(n1)-c1ccccc1CCC2 (centres undefined),-2%
OC[C@H]1OC(O)(CN2CCOCC2)[C@H](O)[C@@H]1O (some centres undefined),-1%
O=C(Nc1ccccc1)N1CCCC2(CCN(C(=O)c3ccco3)CC2)C1,-2%
CCCC(C)(C)C(=O)Nc1ccc(Cl)cc1,0%

An excerpt of these results, with each value named:
> CCCC(C)(C)C(=O)Nc1ccc(Cl)cc1
  Glioma ERSR ind: 0%

> OC[C@H]1OC(O)(CN2CCOCC2)[C@H](O)[C@@H]1O (some centres undefined)
  Glioma ERSR ind: -1%

More entries:
canonical_smiles,Glioma ERSR ind
CC(=O)OC1CCC2(C)C(=CC=C3C2CCC2(C)C3CCC2C(C)/C=C/C(C)C(C)C)C1(C)C (centres undefined),-5%
FC(F)(F)c1ccccc1-c1cc(N2CCNCC2)ncn1,-5%
O=S(=O)(c1ccccc1)N1CCC[C@@]2(CCN(Cc3nccs3)C2)C1,-2%
O=C(c1cnn2cccnc12)N1CCOc2ccc(C(O)C(c3ccccc3)c3ccccc3)cc2C1 (centres undefined),-1%
COc1ccc(OC)c(C2OCCC=CC2C)c1 (centres undefined),-4%
N=c1ccn2c(n1)O[C@@H]1[C@H](O)[C@H](CO)O[C@@H]12,-3%
